Screening results: PubChem, several laboratories
TNF death inh – inhibitors of TNF-alpha triggered necroptosis, primary screen, cell-based, Jurkat FADD-/-, single concentration. Jurkat FADD-/- TNF necroptosis rescue, ATP luminescence, 24 h; 0 = TNF only, 100 = no-TNF cells. AID 463075, 2010. 0.068% of 220,000 active. activation (protection from cell death), % at 10 µM;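 active = activation, meaning protection from cell death, of at least 50% relative to plate controls; inactive = activation below 50%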;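 note: necroptosis triggered by 40 ng/mL TNF-alpha added together with compound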
m-calpain inh – inhibitors of pig calpain II, primary screen, biochemical, fluorogenic peptide substrate, 1536-well; purified calpain II, 30 min; inhibition, % at 16 µM; 0.37% of 220,000 active;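 active = inhibition above about 50%, limit read from the data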
Cl transport mod – KCC2 cotransporter modulators, thallium flux, primary screen, cell-based, HEK293 KCC2, FluoZin-2 fluorescence, MLSMR; B-score of Tl+ flux slope (higher = more flux/activation; lower = inhibition) at 10 µM; Solute carrier family 12 member 5 (Homo sapiens), Q9H2X9; KCC2 cells, thallium flux FluoZin-2 fluorescence; 2.2% of 190,000 active; AID 1456, 2008;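 active = thallium flux slope and its plate-corrected score both differing from the plate sample mean at a set confidence after two filtering rounds, in either direction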;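 note: slope of fluorescence scaled to starting intensity during 10 to 20 s after thallium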
Target sequence (Q9H2X9 whole entry, looked up): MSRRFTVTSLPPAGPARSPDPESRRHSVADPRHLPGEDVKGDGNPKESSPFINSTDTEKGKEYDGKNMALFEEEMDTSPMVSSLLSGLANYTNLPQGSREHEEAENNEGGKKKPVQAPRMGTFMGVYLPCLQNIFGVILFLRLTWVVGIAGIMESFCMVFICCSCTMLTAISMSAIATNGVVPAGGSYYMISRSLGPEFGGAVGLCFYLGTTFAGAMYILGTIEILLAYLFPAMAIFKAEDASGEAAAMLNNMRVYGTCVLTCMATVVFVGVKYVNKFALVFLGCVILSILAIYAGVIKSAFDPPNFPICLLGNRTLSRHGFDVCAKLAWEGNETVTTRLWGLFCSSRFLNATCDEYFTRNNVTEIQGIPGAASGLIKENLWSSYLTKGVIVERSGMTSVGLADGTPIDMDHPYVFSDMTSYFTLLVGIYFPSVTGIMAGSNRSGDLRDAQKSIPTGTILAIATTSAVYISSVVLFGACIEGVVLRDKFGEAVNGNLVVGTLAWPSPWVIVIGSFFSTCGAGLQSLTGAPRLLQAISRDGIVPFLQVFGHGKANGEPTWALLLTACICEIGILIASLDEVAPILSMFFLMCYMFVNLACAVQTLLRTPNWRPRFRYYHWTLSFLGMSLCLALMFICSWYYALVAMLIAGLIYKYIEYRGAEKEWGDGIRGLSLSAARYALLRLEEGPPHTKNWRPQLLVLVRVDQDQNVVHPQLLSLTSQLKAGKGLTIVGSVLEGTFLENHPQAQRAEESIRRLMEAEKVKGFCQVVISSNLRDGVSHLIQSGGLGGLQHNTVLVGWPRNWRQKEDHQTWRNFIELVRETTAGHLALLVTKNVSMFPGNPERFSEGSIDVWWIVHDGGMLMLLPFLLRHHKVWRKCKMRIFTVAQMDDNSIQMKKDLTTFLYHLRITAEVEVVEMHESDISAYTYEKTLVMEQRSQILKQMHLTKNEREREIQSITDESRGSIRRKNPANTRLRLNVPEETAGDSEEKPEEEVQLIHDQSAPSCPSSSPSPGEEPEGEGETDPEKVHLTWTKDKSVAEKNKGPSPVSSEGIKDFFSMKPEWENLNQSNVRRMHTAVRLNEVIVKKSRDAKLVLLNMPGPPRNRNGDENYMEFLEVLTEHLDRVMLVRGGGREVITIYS
zVAD death inh – inhibitors of zVAD-triggered necroptosis, primary screen, L929 cells | viability rescue, % at 10 µM | L929 zVAD necroptosis rescue, ATP luminescence, 24 h; with zVAD 60 µM | 0.38% of 220,000 active | AID 1377, 2008;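 active = activation, scaled between plate controls, above about 75%, limit read from the data; inactive = activation under that limit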;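 note: 0% = zVAD with DMSO and 100% = DMSO alone without zVAD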
Rad51 HR inh – human RAD51 strand exchange inhibitors, primary screen, biochemical, fluorescence; DNA repair protein RAD51 homolog 1 (Homo sapiens), Q06609; hRad51 DNA strand exchange, fluorescence dequenching; inhibition, % at 10 µM; 0.085% of 200,000 active;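 active = inhibition above 40% at the single screening dose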;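 note: 0% = DMSO control wells and 100% = blanks with heterologous ssDNA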
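material = hRad51 filaments on single-stranded DNA | reagent = Donor/quencher-labelled 47-bp dsDNA substrate | compound = 10 µM final, single point | schedule = strand-exchange reaction 15 min at room temperature | measured by = fluorescein emission 520 nm, excitation 485 nm | read-out basis = % inhibition versus plate control and blank means | benchmarks = plate controls and plate blanks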
Mdm2 ligase inh – MDM2-luciferase reporter signal enhancers, primary screen, MDM2 E3 ligase inhibitor project, cell-based, luminescence, 1536-well; 0.11% of 210,000 active; E3 ubiquitin-protein ligase Mdm2 (Homo sapiens), Q00987; signal enhancement, % at 5 µM; cell-based MDM2 ubiquitination luciferase reporter, 2 h; 0 = plate control, 100 = twice control, blank-subtracted;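 active = signal enhancement of 30% or more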;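 note: luminescence tracks abundance of the self-degrading MDM2-luciferase fusion protein; higher signal means inhibition of MDM2 E3 ligase activity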
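Assay system: mammalian cells stably expressing self-ubiquitinating, self-degrading MDM2 E3–luciferase fusion. Quantity: 2000 cells in each well. Medium: DMEM culture medium. Compound dosing: single-point 5 µM. Timing: cell settling 4 h, compound treatment 2 h, both 37 °C. Technique: luciferase luminescence. Read-out basis: percent signal gain over controls, blank-subtracted. Benchmarks: plate controls and plate blanks.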
EBV gp42 block – Epstein-Barr virus gp42 inhibitors, primary screen, biochemical, uHTS, fluorescence polarization | Glycoprotein 42 (Epstein-Barr virus (strain AG876)), Q1HVG2 | Fluorescence polarization binding assay, mP read-out | inhibition, % (tested at 21.74 µM) | 0.42% of 220,000 active; in the data active = inhibition above about 50%
eIF4E 4G PPI – eIF4E–eIF4G protein interaction inhibitors, primary screen, biochemical, uHTS, TR-FRET, eIF4GI fragment; TR-FRET eIF4E-eIF4GI(517-606) binding, 2 h; AID 782, 2007; Eukaryotic translation initiation factor 4E (Mus musculus) + Eukaryotic translation …; inhibition, % at 21.7 µM; 0.37% of 220,000 active;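 active = inhibition above about 30%, limit read from the data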;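 note: 0% = full FRET control wells and 100% = background wells lacking eIF4GI fragment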
PERK inh – block of dimerizer-induced PERK translation repression, primary screen, PERK inhibitor project, CHO PERK-DD cells, SEAP luminescence, HTS | Eukaryotic translation initiation factor 2-alpha kinase 3 (Homo sapiens), Q9NZJ5 | CHO PERK-DD fusion, SEAP luminescence translation reporter | 0.17% of 220,000 active | inhibition, % at 5.6 µM;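 active = inhibition above the mean inhibition of all tested compounds plus 3 SD, set separately per screening campaign, cut at about 2.9% in these data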;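 note: PERK kinase domain activated by AP20187 dimerizer at 100 nM; 0% = DMSO with dimerizer and 100% = rapamycin at 8.4 µM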
Active calls of the source: *; i = inactive; x = not tested or not shown; [ ] = another dose, or the depositor's remark.

SMILES	TNF death inh	m-calpain inh	Cl transport mod	zVAD death inh	Rad51 HR inh	Mdm2 ligase inh	EBV gp42 block	eIF4E 4G PPI	PERK inh
C/C=C(/C)C(=O)Nc1cccc(C2=NOC3(C2)C[C@H](C(N)=O)N(C(=O)c2ccc(Cl)cc2)C3)c1 (stereo partly specified)	-0.2	-29.7	0.217	1.6	-1.5	-6.3	0.5	-5.4	x
O=C(OCc1c(Cl)cccc1Cl)c1cccnc1	-2.0	7.1	x	-0.3	-3.2	-12.1	-10.5	1.2	0.2
Cc1ccc(Cn2nnnc2CN2CCC(NC(=O)c3ccccc3F)CC2)cc1	-1.1	-34.7	x	0.1	4.4	-3.7	4.2	4.1	-0.5
C(=N\Nc1nc(-c2ccccc2)cs1)/c1ccco1	2.0	15.9	-4.34*	2.9	-9.6	-5.7	-15.4	-6.6	0.6
O=C(O)c1ccccc1OCCOc1ccccc1	-0.7	-6.4	0.0359	0.5	-7.9	6.8	-9.4	0.8	1.0
CC[C@H](C)C(C(=O)N1CCN(C(=O)OC(C)(C)C)CC1)n1cc(C(CC(C)C)NC(=O)OC(C)(C)C)nn1 (stereo partly specified)	1.1	-1.1	0.32	-0.6	11.9	x	-10.3	-1.7	1.3
O=C(O)CCCN1C(=O)C2C3CC(C2C1=O)C1C(c2ccccc2)c2sc(=O)n(-c4ccccc4)c2SC31 (stereo unspecified)	-2.0	-46.8	0.219	0.1	5.1	-12.5	-5.8	-3.0	1.3
O=C(O)c1ccc(N/N=C/c2ccc3ncccc3c2)cc1	0.6	30.4	0.0426	2.2	5.2	-72.2	-13.7	-1.6	1.9
CSc1nsc(SCc2ccc(F)cc2)n1	7.9	24.9	0.002	0.1	x	-4.6	-11.1	-9.3	0.5
COc1cc(C(N)=O)ccc1OCc1ccccc1	-0.9	-3.2	2.68	0.3	5.2	-19.1	-12.7	-0.8	1.8

Arranged by heavy-atom count (ascending): some entries from above.
SMILES	TNF death inh	m-calpain inh	Cl transport mod	zVAD death inh	Rad51 HR inh	Mdm2 ligase inh	EBV gp42 block	eIF4E 4G PPI	PERK inh
O=C(OCc1c(Cl)cccc1Cl)c1cccnc1	-2.0	7.1	x	-0.3	-3.2	-12.1	-10.5	1.2	0.2
COc1cc(C(N)=O)ccc1OCc1ccccc1	-0.9	-3.2	2.68	0.3	5.2	-19.1	-12.7	-0.8	1.8
Cc1ccc(Cn2nnnc2CN2CCC(NC(=O)c3ccccc3F)CC2)cc1	-1.1	-34.7	x	0.1	4.4	-3.7	4.2	4.1	-0.5
O=C(O)CCCN1C(=O)C2C3CC(C2C1=O)C1C(c2ccccc2)c2sc(=O)n(-c4ccccc4)c2SC31 (stereo unspecified)	-2.0	-46.8	0.219	0.1	5.1	-12.5	-5.8	-3.0	1.3

Next part:
SMILES	TNF death inh	m-calpain inh	Cl transport mod	zVAD death inh	Rad51 HR inh	Mdm2 ligase inh	EBV gp42 block	eIF4E 4G PPI	PERK inh
COc1cc(NC(=O)c2cccnc2Sc2ccc(Cl)cc2)cc(OC)c1OC	3.5	-11.6	0.00385	76.9*	-4.8	-9.8	5.3	9.7	-0.2
Cc1nn(C)c(Oc2ccccc2)c1CCNS(=O)(=O)c1ccccc1	-4.7	20.0	-0.151	0.0	2.3	-9.8	-11.6	3.5	-0.2
O=C1CSC(c2ccccc2[N+](=O)[O-])N1CCc1ccccc1 (stereo unspecified)	1.0	2.4	-0.95	-0.2	3.8	-18.4	-5.5	-0.5	2.6
CCC(=O)Nc1nonc1-c1nc2ccccc2n1N(C(=O)CC)C(=O)CC	0.2	-16.3	x	0.4	6.8	-5.4	-9.4	2.8	-0.5
CCOc1ccccc1N(CC(=O)Nc1ccc2c(c1)OCO2)S(C)(=O)=O	0.0	-24.2	-0.962	0.9	2.0	-10.1	-24.8	9.2	0.6
COc1ccc(C(=O)N/N=C(\C)Cn2cnc([N+](=O)[O-])n2)cc1	1.5	-2.2	-2.33	0.9	0.1	-24.2	-5.8	14.8	-0.2
Cc1cc(C(=O)CSc2ccc(F)cc2)cc(C)c1OC(=S)N(C)C	0.6	4.8	-0.823	0.4	-19.3	-11.0	-5.5	3.9	-0.7
COc1ccc(CCNC(=O)c2ccc(Cl)cc2Cl)cc1	1.6	40.8	-0.037	0.6	2.2	-15.9	-6.0	-8.5[fluorescence artefact?]	0.9
CCCN(CCC)CCNC(=O)c1cc2c(C)nc3ccccc3c2o1	-2.7	-5.4	0.0894	0.2	-5.0	-20.1	-16.6	-0.4[fluorescence artefact?]	-1.4
S=C(c1cn(CCOc2cccc3ccccc23)c2ccccc12)N1CCCC1	0.3	-44.6	0.401	0.2	26.0	-2.8	-73.6	-7.0	-0.8
S=c1sc2c(N3CCN(Cc4ccccc4)CC3)ncnc2n1-c1ccccc1	1.3	13.5	x	-0.4	x	-6.4	-22.6	4.6	-0.5
CCn1c(O)c(/C=N/N=C/c2ccc(OC)cc2)c2cc(C3=NNC(=O)CC3)ccc21	2.0	-14.9	0.803	1.5	-47.5	-2.2	-142.1	5.7	-0.2
COc1ccc(-c2cc(C(F)F)n3ncc(C(=O)N4CCN(C(=O)c5ccco5)CC4)c3n2)cc1	-8.0	-345.8	-1.13	1.8	8.2	-1.1	-9.6	4.3	-1.7
CCOC(=O)N1CCC(Nc2c(N3CCN(c4cccc(C(F)(F)F)c4)CC3)c(=O)c2=O)CC1	-2.1	11.4	0.363	0.3	7.2	x	-7.6	-0.4	0.0
Cc1ccc(C(=O)CC2(O)C(=O)N(C)c3ccc(Br)cc32)c(C)c1 (stereo unspecified)	-1.0	-41.9	-3.63*	0.4	4.8	-5.1	0.3	0.2	-0.5
Cc1cccc2cc(C#N)c(SCc3nnc(-c4ccccc4[N+](=O)[O-])o3)nc12	1.2	2.2	0.0591	-0.4	0.9	-6.7	-5.9	-19.5	0.4
O=C(N/N=C/c1ccc2ncccc2c1)c1ccco1	-3.0	42.8	1.24	0.7	3.4	-64.6	-11.5	1.5	-0.1
Cc1cc(C)c(-n2c(SCCS(=O)(=O)c3ccc(F)cc3)n[nH]c2=O)c(C)c1	3.3	-9.6	-0.945	1.0	8.9	-8.9	-0.6	-5.1	-0.6
O=C(NCCc1csc(-c2cccnc2)n1)c1cccc2ccccc12	-0.3	5.5	x	2.0	3.9	-16.0	0.8	-2.5	0.6
CC(=O)NNc1ncnc2c1cnn2-c1ccc(C)c(Cl)c1	0.1	-7.0	-0.619	0.0	0.4	-13.6	-12.0	-2.3	1.0
O=C(/C=C/c1ccc(Cl)cc1Cl)Nc1ccncc1	-4.3	-6.3	0.349	0.6	-9.6	0.6	-12.9	4.3	1.1
Cc1ccc(-c2nc(NC(=O)CSc3nnc4scc(-c5ccccc5)n34)ns2)cc1	-13.0	14.0	0.49	-1.0	1.8	-6.5	10.9	-17.0	x
Cc1c(Nc2scc(-c3ccccc3)[n+]2-c2ccccc2)c(=O)n(-c2ccccc2)n1C	-6.0	1.6	-0.183	0.7	2.8	-16.2	-18.0	3.5	-0.3
CCOC(=O)N1CCN(CC(O)COC(CC)c2ccccc2)CC1 (stereo unspecified)	0.7	-16.4	x	0.2	4.7	-4.3	-15.4	6.4[fluorescence artefact?]	0.4
O=C(O)c1cc2nc3c(c(C(F)(F)F)n2n1)CCCC3	0.0	-17.8	x	0.9	21.4	-7.1	-12.2	-3.3	0.6
O=c1nc(/C=C/c2ccc(O)c(O)c2)oc2ccccc12	-12.2	-6.6	-0.421	1.6	x	-20.4	-7.2	3.8	0.1
COc1ccc(CC(NC(C)=O)C(=O)NC2CCN(S(=O)(=O)c3ccc(NC(C)=O)cc3)CC2)cc1OC (stereo unspecified)	-0.4	-33.4	-0.233	1.6	1.3	15.7	-18.7	0.5	0.8
CCN(CC)CCN1C(=O)c2ccccc2NC1c1ccc(C)cc1 (stereo unspecified)	2.4	-481.9	-0.0636	0.1	-1.3	-8.0	-20.8	-1.5[fluorescence artefact?]	-0.9
COC(=O)c1c(NC(=S)Nc2ccc(C(=O)N3CCOCC3)cc2)sc2c1CCC2	0.5	-75.6	-0.149	16.5	-2.0	-3.7	-15.1	-0.3	3.0*
CCCc1cc(=O)[nH]c(SCCOC(=O)c2ccccc2)n1	-1.2	14.3	-1.21	0.0	-9.8	-8.3	-3.5	-7.1[fluorescence artefact?]	1.3
Cc1cc(NC(=O)C2C3C(=O)N(Cc4ccc(Cl)cc4)C(C(=O)NC4CCCCC4)C34C=CC2(C)O4)no1 (stereo unspecified)	-1.2	22.4	0.491	0.6	x	3.5	-0.2	-1.2	-0.7
Cc1ccc(C(=O)Nc2sc(Cc3ccc4c(c3)OCO4)c(C)c2C(N)=O)cc1	-0.8	-121.9	0.624	x	7.2	x	-0.1	9.6	1.1
CCCCc1cc(=O)oc2cc(O)cc(O)c12	0.3	i	-1.68	1.0	x	-16.5	-13.2	3.7	1.8
COC(=O)CCCC1=CC2=CC(=O)C(C)(OC(=O)CCc3ccccc3)C(=O)C2=CO1 (stereo unspecified)	-1.3	-98.4	-0.0642	0.4	7.9	-9.0	15.3	6.8	x
Cc1c(Cc2ccccc2)sc(NC(=O)Cc2ccccc2)c1C(N)=O	2.2	x	0.00499	0.7	-1.5	x	x	x	-0.7
COc1cc2c(-c3ccc(O)cc3)nc3c(c(C)nn3-c3ccccc3)c2cc1OC	4.5	-138.0	0.0162	6.4	16.1	-12.1	3.6	38.8*	-0.7
C=CCc1cccc2cc(C(=O)NC(C)(C)C)c(=O)oc12	0.1	-35.5	-0.121	0.0	-12.6	2.0	-16.8	-6.3	0.7
O=C1/C(=C/c2ccco2)CCc2ccccc21	-1.5	1.5	-0.121	0.1	x	-18.0	-3.6	3.0	-0.3
C/C(=C\C(=O)Nc1nccs1)c1ccccc1	4.6	-1.7	-0.245	0.8	-0.2	-32.5	-9.1	-0.6	1.0
O=C(CSc1nnc(COc2ccccc2Cl)o1)NC(=O)NC1CCCC1	-5.4	30.5	-2.92	86.7*	-4.8	0.1	-13.4	10.3[fluorescence artefact?]	0.3
Cc1nc2ccccc2n1CC(=O)NCCN1CCOCC1	-1.3	19.4	0.129	0.6	-1.0	x	-7.7	-2.8	1.4
CCOC(=O)c1sc(N)c(C#N)c1CSc1nnc(C2CCCCC2)n1N	-3.3	-54.0	0.63	0.3	-5.8	-27.8	-0.2	4.1	0.4
COc1cc(OC)cc(C(=O)NNC(=O)c2ccccc2Br)c1	0.6	18.2	0.113	0.9	-5.4	-10.8	5.9	-1.8[fluorescence artefact?]	0.0
